# Screens deposited in PubChem by several laboratories.
# GSK3B inh = human GSK3beta kinase inhibitors, primary screen, biochemical, cell-free homogeneous, HTS; GST-GSK3beta kinase, ADP-Glo luminescence, 60 min; stronger effect = lower value; activity score (negative = inhibition), % at 10 µM; AID 2097, 2009; Glycogen synthase kinase-3 beta (Homo sapiens), P49841; 0.038% of 300,000 active;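 active means more than half of replicate wells score below -50%, meaning over 50% inhibition versus plate controls; inconclusive means some replicates but at most half score below -50%; inactive means no replicate scores below -50%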;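 further: 0% = median DMSO wells and -100% = median GW8510 positive control wells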
# Target sequence (P49841 whole entry, looked up): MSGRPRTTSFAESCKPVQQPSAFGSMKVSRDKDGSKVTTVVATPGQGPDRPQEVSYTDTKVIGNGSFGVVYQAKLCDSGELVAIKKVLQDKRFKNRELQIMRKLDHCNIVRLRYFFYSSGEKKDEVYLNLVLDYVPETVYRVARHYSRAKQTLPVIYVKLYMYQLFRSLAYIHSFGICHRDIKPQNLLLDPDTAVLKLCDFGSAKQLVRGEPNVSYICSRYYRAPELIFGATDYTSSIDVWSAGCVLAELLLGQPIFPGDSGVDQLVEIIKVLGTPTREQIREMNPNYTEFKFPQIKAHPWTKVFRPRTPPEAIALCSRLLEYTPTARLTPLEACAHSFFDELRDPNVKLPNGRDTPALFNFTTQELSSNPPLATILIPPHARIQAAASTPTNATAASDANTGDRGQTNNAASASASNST
#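 Test system: GST-tagged human GSK3beta kinase, cell-free; evaluation: activity score scaled between in-plate DMSO and GW8510 controls; measured by: ADP-Glo luminescence; incubation: 60 min reaction, RT; benchmarks: DMSO and 20 µM GW8510; reagent: peptide substrate plus 25 µM ATP (final); medium: Tris/MgCl2 kinase buffer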
# HSP90 inh = HSP90 inhibitors, primary screen, cell lysate, luminescence. inhibition, % at 5.6 µM. 0.91% of 290,000 active. Rabbit reticulocyte lysate, luciferase refolding luminescence, 3 h;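 active means inhibition above the screen-wide mean plus 3 SD, computed separately per campaign, cut at about 16% in these data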;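 further: 0% = DMSO wells and 100% = 60 µM geldanamycin wells; inhibitors lower the luminescence because luciferase stays unfolded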
# AI-2 QS mod = Vibrio harveyi AI-2 quorum sensing modulators, primary screen, JMH597 strain, luminescence/OD600 ratio | Vibrio harveyi JMH597 AI-2 luminescence/OD600 ratio, 9 h; stronger effect = lower value; strain lacks LuxN and CqsS sensors; 0 = neutral-control median | 0.4% of 300,000 active | AID 2094, 2009 | activity change, % at 7.5 µM; in the data active means activity change below about -75%, passing the limit was not always enough; inconclusive means no clear call, values can overlap the other calls;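 further: luminescence divided by OD600 gain over 9 h not by final OD600 alone; inactives centre near 13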
# HSF-1 act = HSF-1 activators, primary screen, NIH3T3-HGL cells, MG132 stress, luminescence, single point; NIH3T3-HGL HSF-1 luciferase reporter, 8 h; 100% = twice DMSO control signal; activation, % at 9 µM; 1.7% of 300,000 active; AID 504408, 2011;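 active means mean replicate activation of at least 50% with a set share of replicates each reaching 50%; inconclusive means only one of those two conditions met; inactive means mean below 50% and too few replicates reaching it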;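 further: 0% = median of the neutral control wells and 100% = twice that signal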
# KLF5 inhibitor = KLF5 expression inhibitors, primary screen, DLD-1 cells, luminescence; 0.23% of 290,000 active; AID 1700, 2009; DLD-1 KLF5 promoter-luciferase reporter; inhibition, % at 5 µM;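 active means inhibition above a per-plate limit of that plate's mean compound inhibition plus 3 SD, cut at about 60% in these data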;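 further: 0% = DMSO wells and 100% = LY294002 at 200 µM; higher means less KLF5 promoter-driven luciferase light; inactives centre near -14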
# PolyA inh = polyadenylation inhibitors in yeast reporter cells, primary screen, luminescence, S. cerevisiae; S. cerevisiae SKY197-pL101 polyadenylation reporter, beta-gal luminescence; efflux-impaired pdr1/pdr3 knockout yeast; score 100 = 6 SD above DMSO; calls only at 12 µM; 0.02% of 300,000 active;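 active means lowest replicate activity score at least 50, where 100 means six control SD above control mean; inconclusive means lowest score under 50 but half or more replicates reach 50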;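 further: yeast exposed to compound for 9 h at 30 °C; higher score means more reporter readthrough which indicates perturbed polyadenylation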
# aSyn 5UTR inh = MLPCN primary screen, SNCA 5' untranslated region; alpha-synuclein 5'UTR reporter, inhibitor activity; inhibition, % (tested at 7.5 µM); 0.82% of 300,000 active; in the data active means inhibition above about 60%; inconclusive means no clear call, values can overlap the other calls;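 further: H4 neuroglioblastoma cells stably carrying SNCA 5'UTR luciferase fusion; 0% = DMSO wells and 100% = positive control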
# GSK3A inh = blockers of GSK3A enzyme activity – biochemical, luminescence, cell-free homogeneous, HTS, primary screen | Glycogen synthase kinase-3 alpha (Homo sapiens), P49840 | GSK-3 alpha kinase, ADP-Glo luminescence, 60 min | inhibition, % at 10 µM | 0.1% of 320,000 active;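 in the data active means inhibition above about 50%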;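 further: GST-tagged GSK-3 alpha with peptide substrate and 25 µM ATP; 0% = DMSO neutral wells and 100% = GW8510 positive control wells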
# Target sequence (P49840 whole entry, looked up): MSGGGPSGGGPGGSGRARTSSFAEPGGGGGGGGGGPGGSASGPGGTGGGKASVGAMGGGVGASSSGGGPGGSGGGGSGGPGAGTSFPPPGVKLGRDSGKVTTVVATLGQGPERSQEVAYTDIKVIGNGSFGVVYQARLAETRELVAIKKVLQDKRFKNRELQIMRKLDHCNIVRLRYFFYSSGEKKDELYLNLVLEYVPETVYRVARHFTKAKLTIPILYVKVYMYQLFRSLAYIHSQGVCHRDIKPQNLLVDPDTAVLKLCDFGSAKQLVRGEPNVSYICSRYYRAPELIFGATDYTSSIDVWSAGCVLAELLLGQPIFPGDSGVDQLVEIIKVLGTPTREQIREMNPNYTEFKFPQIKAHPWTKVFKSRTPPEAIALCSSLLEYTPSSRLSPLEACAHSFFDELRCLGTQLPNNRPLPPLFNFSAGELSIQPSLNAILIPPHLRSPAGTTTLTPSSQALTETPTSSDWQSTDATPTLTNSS
# IEC-6 tox = cytotoxicity in IEC-6 intestinal epithelial cells, primary screen, cytotoxicity control for KLF5 inhibitor project, cell-based, luminescence | IEC-6 cytotoxicity, luminescence viability | inhibition, % at 5 µM | 0.78% of 290,000 active; in the data active means inhibition above about 22%;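 further: 0% = plate median of test compound wells and 100% = cytotoxic reference compound wells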
# HSF1 inh = HSF1 inhibitors in luciferase reporter cells, primary screen, cell-based, NIH3T3, luminescence | activity change, negative = inhibition, % at 7.5 µM (by protocol) | 0.77% of 300,000 active | NIH3T3-HGL HSE-luciferase, MG132-induced, luminescence 8 h; stronger effect = lower value;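 active means more than half of replicate wells show activity change below -50%, luminescence cut by over half; inconclusive means some wells, but at most half, below -50%; inactive means no replicate well below -50%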;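 further: luciferase reports HSF-1 transcriptional activity via heat shock element; 0% = median of DMSO wells and -100% = zero luminescence signal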
# Starred values were filed as active, the others as inactive; i = inactive; ? = inconclusive; · = not tested or not shown. A portion of the library; rates above refer to the full screens.
# Results follow in this order: KLF5 inhibitor, HSF-1 act, HSP90 inh, PolyA inh, AI-2 QS mod, GSK3A inh, aSyn 5UTR inh, HSF1 inh, GSK3B inh, IEC-6 tox
Cc1ccc(SC(c2ccc(C)cc2)C(Cn2cncn2)C(=O)c2ccccc2)cc1 (centres undefined)
    -11, 27, 0, i, 13, ·, -35, 11, 0, 2
O=C(Nc1nnc(-c2ccc(F)cc2)o1)c1ccc(S(=O)(=O)N2CCOCC2)cc1
    59, -28, 0, ·, 51, -1, 39, -14, -1, 40*
COc1ccc(C(=O)NCc2cccnc2)cc1OC
    -13, -20, -1, i, 10, 0, -2, 0, 0, 6
CC(C)(C)c1ccc(C(=O)Nc2ccc(O)c3c(=O)cc(-c4ccccc4Cl)oc23)cc1
    ·, -21, ·, i, 12, -2, 20, -8, 0, ·
COc1ccc(N(CC(=O)NCc2ccc(F)cc2)S(=O)(=O)c2c(C)n[nH]c2C)cc1
    -28, 3, 0, i, 20, 0, -4, 1, -1, -7
Cc1onc(C(=O)N2CCC(C(N)=O)CC2)c1-c1ccccc1Cl
    -29, 0, 2, i, 26, 4, 6, 5, 0, 1
COC(=O)c1sc(NC(=O)C2CCCCC2C(=O)O)c(C(=O)OC)c1C (centres undefined)
    3, 6, -3, i, 18, -2, -4, -12, 3, 4
COCC(C)NCc1ccc(C)cc1C (centres undefined)
    -19, 24, 0, i, 15, 1, 11, 5, 4, 1
CCCN(CC(=O)Nc1ccccc1C)C(=O)c1ccc(C2SCCS2)cc1
    ·, -3, ·, i, ·, -2, 6, 0, ·, ·
CC(C)c1ccc(OCC(O)CNC(C)c2ccccc2)cc1 (centres undefined)
    -12, 18, 12, i, 16, 2, 18, 4, -2, 8

# Reprinted from the part before: four entries; new compounds follow.
# Results follow in this order: KLF5 inhibitor, HSF-1 act, HSP90 inh, PolyA inh, AI-2 QS mod, GSK3A inh, aSyn 5UTR inh, HSF1 inh, GSK3B inh, IEC-6 tox
COC(=O)c1sc(NC(=O)C2CCCCC2C(=O)O)c(C(=O)OC)c1C (centres undefined)
    3, 6, -3, i, 18, -2, -4, -12, 3, 4
COCC(C)NCc1ccc(C)cc1C (centres undefined)
    -19, 24, 0, i, 15, 1, 11, 5, 4, 1
CCCN(CC(=O)Nc1ccccc1C)C(=O)c1ccc(C2SCCS2)cc1
    ·, -3, ·, i, ·, -2, 6, 0, ·, ·
CC(C)c1ccc(OCC(O)CNC(C)c2ccccc2)cc1 (centres undefined)
    -12, 18, 12, i, 16, 2, 18, 4, -2, 8
C#CCOCCOCCOCCNc1nc(N2CCOCC2)nc(N2CCN(C(=O)[C@H](Cc3ccc(O)cc3)n3cc([C@@H](N)CC(C)C)nn3)CC2)n1
    3, -4, 7, i, 11, -4, 17, -4, 2, 1
O=C(CSc1nnc(CNC(=O)c2cccs2)o1)NC1CCCCC1
    0, -6, 2, i, 0, -2, -4, -9, -9, -2
COc1cc2ccccc2cc1-c1nnc(COc2ccccc2)o1
    -12, -1, -3, i, 17, -4, -4, 0, -6, -1
Cc1ccc(-c2cc(C(=O)Nc3ccc(S(=O)(=O)Nc4ncccn4)cc3)[nH]n2)c(O)c1C
    -13, 21, 1, i, 9, -5, -12, 0, -1, 0
CCSC(C)CC1C/C(=N/O)c2c(C)noc2C1 (centres undefined)
    -4, ·, 3, i, 17, -1, -11, ·, 0, 3
CC(NC(=O)c1cccnc1)C(=O)N1CCCCC1 (centres undefined)
    -3, 11, -3, i, 23, -4, -9, -2, 2, 3
CCCCN1C(=O)c2ccc(C(=O)Nc3cccnc3)cc2C1=O
    -5, -16, 1, i, 10, 3, -11, -3, -2, -2
O=C(c1cccc2ccccc12)C1CCCN(C(=O)CCN2CCCO2)C1 (centres undefined)
    -19, -11, -4, i, 7, 0, 21, 4, 1, 2
CC(=O)c1c(NCCc2ccccc2)nc(=S)n(-c2ccccc2)c1C
    -41, 4, 0, i, -10, 0, -2, 3, -3, -2
CN(C)CCCn1c(SCC(=O)Nc2nccs2)nnc1-c1ccncc1
    13, 2, 0, i, 10, 16, -14, -3, -6, 3

# The last 5 records of the part before are carried over, then new ones follow:
# Results follow in this order: KLF5 inhibitor, HSF-1 act, HSP90 inh, PolyA inh, AI-2 QS mod, GSK3A inh, aSyn 5UTR inh, HSF1 inh, GSK3B inh, IEC-6 tox
CC(NC(=O)c1cccnc1)C(=O)N1CCCCC1 (centres undefined)
    -3, 11, -3, i, 23, -4, -9, -2, 2, 3
CCCCN1C(=O)c2ccc(C(=O)Nc3cccnc3)cc2C1=O
    -5, -16, 1, i, 10, 3, -11, -3, -2, -2
O=C(c1cccc2ccccc12)C1CCCN(C(=O)CCN2CCCO2)C1 (centres undefined)
    -19, -11, -4, i, 7, 0, 21, 4, 1, 2
CC(=O)c1c(NCCc2ccccc2)nc(=S)n(-c2ccccc2)c1C
    -41, 4, 0, i, -10, 0, -2, 3, -3, -2
CN(C)CCCn1c(SCC(=O)Nc2nccs2)nnc1-c1ccncc1
    13, 2, 0, i, 10, 16, -14, -3, -6, 3
COC(=O)N/N=C/c1cc(N=Nc2ccccc2Cl)ccc1O
    -36, 6, 0, i, 14, -1, -27, 9, -3, 1
CSc1nc2ccc(NC(=O)c3ccccn3)cc2s1
    0, 17, 41*, i, 16, -4, 20, 15, 5, 13
COc1ccccc1CCNC(=O)C(=O)NCC1OCCCN1S(=O)(=O)c1cc(C)ccc1C (centres undefined)
    -68, -2, -1, i, 30, 1, 16, 2, 1, -1
O=C(c1cccc(F)c1)N1CCN(Cc2cccc(Br)c2)CC1
    -33, -8, -2, i, 7, 0, 15, -5, 1, -1
C#CCOCCOCCOCCNc1nc(N2CCN(C(=O)[C@H]([C@@H](C)CC)n3cc([C@@H](N)Cc4ccc(O)cc4)nn3)CC2)nc(N2CCN(C(=O)[C@H]([C@@H](C)CC)n3cc([C@@H](N)CC(C)C)nn3)CC2)n1
    -17, -10, 11, i, 8, 1, -1, -3, 0, -4
O=C(NC1CC2CCC1C2)C1COc2ccccc2O1 (centres undefined)
    -8, 12, -2, i, 18, 1, 4, 1, 5, -3
CCCCN(C)C(=O)C(Cc1ccccc1)NS(=O)(=O)c1ccc2c(c1)c(=O)n(C)c(=O)n2C (centres undefined)
    -6, 7, 1, i, 9, 0, 2, 2, 2, 3
CCOC(=O)c1cnc(Nc2ccccc2)nc1C(F)(F)F
    -42, 25, -6, i, 9, -1, -89, 6, 1, -10
COCCNC(=O)c1cc(-c2ccccc2OC)on1
    5, -7, -1, i, 32, 0, -61, 0, 1, 2
CC(C)Cn1c(CN2CCN(C(=O)c3ccco3)CC2)nc2c1c(=O)n(C)c(=O)n2C
    -9, 19, 3, i, 14, -2, 0, -5, 2, 6
O=C(O)c1cccnc1SC1CC(=O)N(c2cccc(C(F)(F)F)c2)C1=O (centres undefined)
    -31, 2, 1, i, 11, 0, 6, 2, -3, -2
CN(CCCNC(=O)c1cc2c(=O)[nH]c3ccccc3c2n1C)Cc1ccccc1
    -15, -5, -4, i, 16, 2, -17, -7, 0, 4
CCOc1ccc(Cc2c(Cl)nc(SC)nc2N(C)C)cc1
    -37, 5, 2, i, 13, 0, 56, -8, -4, 2
CCOC(=O)c1cc(OC(=O)c2ccccc2OC)n(-c2ccccc2)n1
    -6, 21, 2, i, 25, 2, -3, 4, 0, 1
Cc1ccc(-c2nn(-c3ccccc3)cc2C2CC(c3cccs3)=NN2C(=O)CCCC(=O)O)cc1 (centres undefined)
    -15, 17, -3, i, 26, -2, 2, 4, 3, -4
Cc1ccc(S(=O)(=O)c2nc(-c3cccs3)oc2NCc2cccnc2)cc1
    10, -3, 5, i, 5, 0, 17, -3, 1, 4
O=C(NC(=S)Nc1ccccc1N1CCOCC1)c1ccc(-c2cc(Cl)ccc2Cl)o1
    -26, 11, -4, i, 3, -1, 14, 1, -6, -4
O=C(COC(=O)c1cccnc1SCC(=O)NCc1ccccc1)NCc1ccccc1
    -15, 0, -3, i, -1, -1, -5, -2, 1, 2
Cc1ccccc1C(=O)Nc1ccccc1-n1cccc1
    -14, -2, 2, i, 6, -1, -24, -3, -5, 0
O=C(NCC1CCOCC1)c1cc(COc2ccc(F)cc2F)on1
    -13, 6, -7, i, 19, 0, 15, 8, 1, 0
O=C(Cc1ccccc1)NNC(=O)c1ccc(NC(=O)c2ccccc2)cc1
    1, -9, 4, i, 24, 4, 18, 0, -2, 1
COCCn1c(SCC(=O)Nc2ccccc2F)nc2c([nH]c3ccccc32)c1=O
    0, 0, 1, i, 7, 0, 16, 10, 4, 6
O=C(c1ccc(Cl)cc1)c1nnc(-c2ccncc2)o1
    -15, 16, -3, i, -3, -7, -9, 6, 2, -2
O=C(CSc1nnc2c3c4c(sc3ncn12)CCCC4)NCc1ccco1
    -32, 2, 0, i, 13, ·, -14, 9, 2, 0
c1ccc(CCSc2ncnc3nc[nH]c23)cc1
    -44, 26, 5, i, 13, 8, -75, -7, -4, -2
CCOC(=O)C(C)(C)Sc1nc2c(cnn2-c2ccc(F)cc2)c(=O)[nH]1
    -32, 16, -5, i, 19, -2, 1, 1, 0, -7
O=C(Nc1cccc(-c2cn3cccnc3n2)c1)c1cccs1
    -27, 4, 6, i, 16, -1, -18, 1, 2, 6
CC1=Nn2c(nnc2-c2ccco2)SC1
    -12, -2, 1, i, 29, -1, 0, -10, -2, -2
O=C1NC(=Nc2ccccc2Cl)S/C1=C\c1ccc(C(=O)O)cc1
    -16, 3, -4, i, 11, -1, -8, 2, 1, -3
CCS(=O)(=O)c1ccc(O)c(NC(=O)NC2CCCCC2)c1
    -13, 17, -7, i, -65, 12, 0, -11, -7, -1
CN1CCC(=NNC(=O)c2ccc(N(Cc3ccccc3Cl)S(C)(=O)=O)cc2)CC1
    -13, ?, 2, i, 11, 2, 0, 1, 0, -5
O=C1CC(N2CCSCC2)C(=O)N1c1cccc(Cl)c1 (centres undefined)
    -31, -8, -4, i, -4, 0, -19, -8, 1, -5
